GRIN3A LBD mod – modulators (binders) of human NR3A ligand-binding domain; 340,000 tested, 2.5% active; NR3A LBD differential scanning fluorimetry, Tm shift; 0% = protein alone, 100% = glycine-bound protein; Tm shift relative to glycine control, % at 25 µM;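 active means melting temperature shift of at least 10% of the positive control shift, at one fixed dose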
Gli-Sufu antag – Gli-Sufu pathway antagonism; Sufu-KO-LIGHT fibroblasts, Gli luciferase reporter luminescence; inhibition, % at 5 µM; 340,000 tested, 0.74% active;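 active means inhibition above about 55%, limit read from the data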;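 further: 0% = DMSO-treated cells and 100% = wells with medium but no cells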
CXCR6 inh – blocks human CXCR6 beta-arrestin recruitment. O00574. CHO-K1 PathHunter CXCR6 beta-arrestin, luminescence. inhibition, % at 20 µM. 360,000 tested, 0.36% active; in the data active means inhibition above about 34%, passing the limit was not always enough;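 further: antagonist mode with CXCL16 agonist at 10 nM final; 0% = 10 nM CXCL16 with DMSO and 100% = unstimulated wells without agonist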
Target sequence (O00574 whole entry, looked up): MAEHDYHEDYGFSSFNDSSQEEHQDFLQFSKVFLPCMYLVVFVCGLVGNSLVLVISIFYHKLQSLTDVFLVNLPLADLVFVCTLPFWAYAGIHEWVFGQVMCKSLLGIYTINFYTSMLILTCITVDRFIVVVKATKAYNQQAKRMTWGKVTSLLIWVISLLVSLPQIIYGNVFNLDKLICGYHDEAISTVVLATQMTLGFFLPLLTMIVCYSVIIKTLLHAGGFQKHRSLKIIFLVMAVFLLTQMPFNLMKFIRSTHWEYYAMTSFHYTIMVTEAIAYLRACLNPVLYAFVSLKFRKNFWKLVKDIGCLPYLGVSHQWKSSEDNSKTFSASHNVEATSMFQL
EBI2 block – antagonists of human EBI2 receptor; P32249; EBI2 beta-arrestin recruitment, luminescence, 7a,25-OHC stimulated; inhibition, % at 5 µM; 360,000 tested, 0.81% active; in the data active means inhibition above about 38%;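 further: enzyme fragment complementation signal reports receptor beta-arrestin coupling in cells; 0% = agonist plus DMSO wells and 100% = wells without agonist; some results beyond the cut were filed as inactive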
Target sequence (P32249 whole entry, looked up, the tested form may be a part): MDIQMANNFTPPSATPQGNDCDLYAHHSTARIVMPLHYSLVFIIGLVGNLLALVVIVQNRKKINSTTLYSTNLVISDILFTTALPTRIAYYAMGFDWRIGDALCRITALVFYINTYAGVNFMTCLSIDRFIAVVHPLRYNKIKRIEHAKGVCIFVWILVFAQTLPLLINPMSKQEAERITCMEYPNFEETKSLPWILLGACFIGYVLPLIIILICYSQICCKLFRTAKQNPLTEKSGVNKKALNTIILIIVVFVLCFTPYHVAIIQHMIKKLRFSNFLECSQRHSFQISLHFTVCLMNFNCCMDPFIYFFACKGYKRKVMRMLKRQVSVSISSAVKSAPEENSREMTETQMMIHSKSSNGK
A3A deaminase – inhibitors of human APOBEC3A DNA deaminase. AID 493011. inhibition, % at 20 µM. recombinant A3A, FAM/TAMRA ssDNA deamination fluorescence. 330,000 tested, 0.41% active. P31941;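 active means at least 40% inhibition at 20 µM here, with at most 30% in a related deaminase screen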;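 further: plate controls were A3A with DMSO for no effect and wells lacking A3A enzyme for full effect; some results filed as inactive read as strong as hits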
MPTP inh – permeability transition pore inhibition. isolated mouse mitochondria, Ca2+ swelling absorbance, 30 min. inhibition, % at 10 µM. 360,000 tested, 1.4% active. AID 602449;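 active means inhibition of 50% or more, scaled per plate between neutral and stimulator controls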;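 further: 0% = DMSO wells given calcium and 100% = 1 mM EGTA wells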
CCR6 antag – antagonists of human CCR6 receptor | 340,000 tested, 0.49% active | CHO-K1 CCR6 PathHunter beta-arrestin, luminescence, CCL20-stimulated | inhibition, % at 20 µM | P51684;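 active means compounds whose inhibition of the agonist-driven luminescence signal at 20 µM reaches about 50%, limit read from the data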;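 further: cells stimulated with CCL20 at 14 nM final; plate controls were DMSO with CCL20 for no effect and DMSO without agonist for full effect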
A3G deaminase – APOBEC3G (human) deaminase inhibition; 330,000 tested, 0.28% active; inhibition, % at 20 µM; Q9HC16; recombinant A3G, ssDNA deamination FAM/TAMRA fluorescence; AID 493012;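 active means inhibition of at least 40% at 20 µM, with no more than 30% in the related APOBEC3A deaminase screen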;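 further: plate controls were DMSO wells with A3G for no effect and wells lacking A3G enzyme for full effect; some compounds called inactive have numbers as strong as hits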
Target sequence (Q9HC16 whole entry, looked up): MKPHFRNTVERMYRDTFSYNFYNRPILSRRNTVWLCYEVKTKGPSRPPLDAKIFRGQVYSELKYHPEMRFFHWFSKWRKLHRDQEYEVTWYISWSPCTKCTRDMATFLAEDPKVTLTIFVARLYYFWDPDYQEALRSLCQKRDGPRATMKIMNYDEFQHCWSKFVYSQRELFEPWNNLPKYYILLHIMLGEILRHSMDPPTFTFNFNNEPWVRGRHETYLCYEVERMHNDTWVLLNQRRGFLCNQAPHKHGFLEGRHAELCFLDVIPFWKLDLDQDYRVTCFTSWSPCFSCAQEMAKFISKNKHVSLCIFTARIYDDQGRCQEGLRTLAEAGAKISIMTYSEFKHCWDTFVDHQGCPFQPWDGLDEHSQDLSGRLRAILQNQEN
Active calls of the source: *; . = no result given; & = joins results of further samples.

entry	mol	GRIN3A LBD mod	Gli-Sufu antag	CXCR6 inh	EBI2 block	A3A deaminase	MPTP inh	CCR6 antag	A3G deaminase
1	Cc1ccc(Sc2nc3c(c(=O)[nH]c(=O)n3C)n2CCc2ccccc2)cc1	-1	7	1	14	-2	-0.9	13	-8
2	Cc1c(C)c2ccc(OC(C)C(=O)NCc3ccccn3)cc2oc1=O (centres undefined)	1	13	-3	3	0	-1.0	3	-2
3	Cc1ccc(C(=O)NNC(=O)c2ccc(Br)s2)cc1S(=O)(=O)N1CCOCC1	-1	-6	5	-3	4	-1.8	9	1
4	CCOC(=O)C1=C(C)NC(=O)NC1c1cccs1 (centres undefined)	0	0	-9	-17	-1	-0.2	6	-4
5	O=C(CN(CC1CCCO1)C(=O)CNS(=O)(=O)c1ccc(F)cc1)NC1CCCCC1 (centres undefined)	-1	-1	-2	-2	-2	2.4	9	-9
6	CCC(=O)N1CCc2cc(Br)c(S(=O)(=O)CCC(=O)NCCOC)cc21	-1	-2	-2	-4	.	-1.2	2	.
7	COc1ccc(C(=O)Nc2ccc(N3CCCC3)cc2)cc1Br	9	21	2	-3	-12	0.1	12	-1
8	O=C(COC(=O)c1ccc(Cl)nc1)NCc1ccco1	1	-6	6	4	0	-1.4	5	0
9	CC(=O)c1c(C)[nH]c(C(=O)CSc2nnc(C3CCCCC3)n2N)c1C	-1	5	-6	1	0	0.0	5	-4
10	CCn1c(C)nc2cc(C(=O)N/N=C/c3ccc(N4CCOCC4)cc3)ccc21	-2	5	-12	-12	2	-0.9	2	-2
11	COc1ccccc1CCC(=O)Nc1ccc2c(c1)CN(Cc1ccc(C)o1)CC2	-1	-3	-10	5	-6	-1.2	11	-3
12	NNc1nc(-c2ccccc2)c2ccccc2n1	-3	-5	29	0	0	-0.4	20	-2
13	CC(=O)Nc1ccc(NC(=O)CSc2nnc(NC(=O)C3CC(=O)N(c4ccccc4)C3)s2)cc1 (centres undefined)	1	9	9	-8	3	0.0	10	2
14	CCCCCCC(O)(CCN1CCCCC1)c1ccccc1 (centres undefined)	-4	20	0	-10	1	1.2	10	-2
15	O=C(NC1CCCC1)C1CCN(C(=O)Nc2cccc(Cl)c2)CC1	1	16	12	16	0	-0.8	-2	0
16	Cc1ccc2oc(=O)n(CC(=O)N3CCOCC3)c2c1	-1	44	-14	-11	-2	2.2	-4	-7
17	CCN(CC)CCNCc1ccc(Br)cc1OCC(=O)NCc1ccccc1	2	12	5	-1	-4	0.5	10	-6
18	Cc1c(NC(=O)c2cnc(Cl)c(Cl)c2)c(=O)n(-c2ccccc2)n1C	0	-9	8	2	0	1.3	18	-6
19	Cn1nc(C(=O)NNC(=O)c2cccc(Cl)c2)ccc1=O	3	9	8	2	-1	0.3	1	-5
20	CCOC(=O)C1=C(COC(=O)/C=C/c2cc(OC)c(OC)c(OC)c2)NC(=O)NC1C (centres undefined)	-5	12	-4	-16	-1	0.5	-4	0
21	Cc1cc(C)n(/N=C/c2cc([N+](=O)[O-])ccc2O)c(=O)c1	2	-15	4	-2	1	-2.0	23	-6
22	CC(=O)N1N=C(c2ccccc2O)OC1(C)CC(=O)Nc1ccccc1 (centres undefined)	-1	3	-7	-8	-3	-1.3	-1	-5
23	Cc1nn(CC(=O)O)c(C)c1[N+](=O)[O-]	1	-5	3	-2	-1	-0.8	-15	-3
24	Cc1ccc(C(=O)N2CCCC(N3CCN(c4ccccc4F)CC3)C2)s1 (centres undefined)	0	11	0	4	2	-0.8	23	3
25	Cc1cc(C(C)(C)C)nc2[nH]n(-c3ccccc3)c(=O)c12	2	-5	3	-4	-4	4.8	-6	-6

Reprinted from the part before: 3 compounds, then new ones.
entry	mol	GRIN3A LBD mod	Gli-Sufu antag	CXCR6 inh	EBI2 block	A3A deaminase	MPTP inh	CCR6 antag	A3G deaminase
23	Cc1nn(CC(=O)O)c(C)c1[N+](=O)[O-]	1	-5	3	-2	-1	-0.8	-15	-3
24	Cc1ccc(C(=O)N2CCCC(N3CCN(c4ccccc4F)CC3)C2)s1 (centres undefined)	0	11	0	4	2	-0.8	23	3
25	Cc1cc(C(C)(C)C)nc2[nH]n(-c3ccccc3)c(=O)c12	2	-5	3	-4	-4	4.8	-6	-6
26	COc1ccc(C2CC(=O)C3=C(C2)Nc2ccccc2N(C(=O)CCC(=O)O)C3c2ccc(F)cc2)cc1OC (centres undefined)	0	9	-4	-7	-12	0.1	1	-2
27	CCN1CCN(C(c2cccs2)C(C)NC(=O)c2cccnc2)CC1 (centres undefined)	1	2	-6	0	1	-0.8	4	-4
28	O=C1CCC(C(=O)N2CCCC(Nc3ccc(F)cc3)C2)=NN1 (centres undefined)	4	1	0	0	2	-0.2	-6	-5
29	COc1ccc(C)cc1COC(=O)c1[nH]c(C)c(C(C)=O)c1C	3	18	7	19	-2	0.5	17	-10
30	Cn1c(=O)c2[nH]c(=O)cnc2n(C)c1=S	3	-10	10	6	0	-0.3	1	2
31	C=CCSC1=C(C#N)C(c2ccccc2Cl)C(C(=O)c2cccs2)C(O)(C(F)(F)F)N1 (centres undefined)	-15	3	6	4	-5	12	5	-8
32	Cc1nn(C(C)C(=O)N2CCOCC2)c(=O)c2nn(-c3ccccc3)c(C)c12 (centres undefined)	3	-2	-2	-3	-10	0.0	12	4
33	COc1cc(OC)c(NC(C)C(=O)N2CCCC2)cc1Cl (centres undefined)	-12	-4	-11	4	-5	1.1	-6	-5
34	NC(=O)c1nsc(C(=O)N(Cc2cccnc2)C(C(=O)NC2CCCC2)c2ccc(F)cc2)c1N (centres undefined)	0	4	-2	-2	2	-2.1	9	-12
35	COc1ccc(C2=C(CN(C)C)C(c3ccccc3)c3ccccc3O2)cc1 (centres undefined)	11*	1	3	1	-3&0	3.3	1	-4&-4
36	CCc1cc2c(SCC(=O)c3ccccc3)ncnc2s1	2	-51	2	0	-2	0.3	10	-2
37	O=C(/C=C/c1ccc(Cl)cc1)c1ccc([N+](=O)[O-])o1	-19	-18	-17	-22	4	-0.8	47	-6
38	O=C1N/C(=C\c2ccccc2)c2ccccc21	-3	-7	0	-7	4	-0.9	1	-6
39	Cc1ccc(C)c(NS(=O)(=O)c2ccc(-c3coc(C)n3)cc2)c1	-1	2	0	10	1	0.3	14	0
40	CCOC(=O)c1sc(Nc2nc3cc4c(cc3s2)OCO4)cc1C	29*	-21	-8	27	-1	7.0	-4	-3
41	O=C(CCl)c1cc2c3c(c1)CC(=O)N3CCC2	-2	6	13	-9	1	-1.1	11	-8
42	CCN(CC)S(=O)(=O)c1ccc(C(=O)NCC2CCCCC2)cc1	-2	-5	-1	-6	-3	-0.3	5	-7
43	S=C(NC1CC1)N1CCCc2ccccc21	-1	-10	-4	-16	-6	0.2	11	-5
44	Cc1ccc2[nH]c(=O)c(CN(CCO)Cc3nnnn3CCc3ccccc3)cc2c1	0	2	0	-29	1	2.1	12	-5
45	NC(=O)C1CCN(C(=S)NCc2ccc3c(c2)OCO3)CC1	0	-1	-6	16	-2	-0.8	8	-6
46	CC(C)CC(=O)OCC(=O)Nc1ccccc1Sc1ccccc1	-1	3	4	0	0	1.3	18	-2
47	CCN(CC)CCNC(=O)c1ccc(NC(=O)c2ccc(Cl)c(S(=O)(=O)N3CCCCCC3)c2)cc1	-2	16	0	9	-5	0.4	9	-6
48	COc1ccc(C(=O)CNc2ccccc2CO)cc1	-2	-22	18	4	-4	0.6	91*	-12
49	CC(C)(C)c1ccc(C(=O)NNc2cc(N3CCOCC3)nc(N3CCOCC3)n2)cc1	-5	14	-12	-3	-4	-2.7	1	-9
50	COc1ccccc1CN1CC(C(=O)NCc2cccc(C)n2)CCC1=O (centres undefined)	1	-7	-3	-4	-5	-0.8	0	1
51	CC(=O)c1sc(NC(=O)CSC(C)C(=O)Nc2cc(C)on2)nc1-c1ccccc1 (centres undefined)	-1	-10	8	-1	3	0.2	10	-6
52	O=C1c2ccccc2CN1C(CO)Cc1ccccc1 (centres undefined)	-1	5	-4	-9	-1	0.7	-3	-4
53	Cc1cc(C)cc(NCc2cc3c(cc2[N+](=O)[O-])OCO3)c1	-5	-7	6	11	2	2.0	1	5
54	CCOC(=O)N1CCC(N(CCN(C)C)C(=S)Nc2cccc(OC)c2)CC1	-3	5	11	0	0	1.3	-3	-7
55	CCOn1c(=O)c(=O)n(OC)c2ccccc21	1	-1	-7	-4	-6	2.3	-10	0
56	Cc1cccc(-n2ncc3c(N4CCCC4)ncnc32)c1	-3	-93	1	8	-5	1.5	19	-8
57	CC(/C=C/c1ccccc1)NC(N)=O (centres undefined)	5	-7	2	-7	-2	0.1	-1	-8
58	CCN(CC(=O)NCc1ccc(F)cc1)C(=O)Cc1c(F)cccc1Cl	-5	29	-2	3	1	0.7	14	-5
59	CC(=O)NC(Cc1ccc(F)cc1)C(=O)NC1CCN(c2ncccc2[N+](=O)[O-])CC1 (centres undefined)	0	1	-2	2	0	-0.1	10	12
60	COc1ccc(OCCCC(=O)Nc2ncn[nH]2)cc1	0	-1	-10	-7	6	1.6	-14	-5
61	FC(F)(F)c1cccnc1-n1cncn1	1	3	-8	-5	-3	-0.2	9	0
62	CCOCCCNC(=O)c1ccc2c(=O)n(Cc3ccc4c(c3)OCO4)c(=S)[nH]c2c1	0	-3	0	1	-1	1.6	10	-6
63	CC1=NN(C(C#N)c2ccc(F)cc2)C(C)(C)C1 (centres undefined)	1	24	-1	-12	-3	-0.3	-14	-4
64	CCO[C@H]1OC(C(=O)N2CCN(Cc3ccccc3)CC2)=C[C@@H](c2cn(C(C)=O)c3ccccc23)[C@@H]1CCCO	-5	12	-1	15	-2	-2.7	5	-7
65	O=C(Nc1ccc(Cl)cc1)Nc1nnc(/C=C/c2ccccc2)s1	10*	5	-21	-5	5	90*	-28	19
66	CCOC(=O)CSc1nc(N)c2c3c(sc2n1)CCCC3	1	3	2	-2	-2	-0.7	-15	-6
67	CCc1nnc(NC(=O)CSc2nc3cc4c(cc3cc2CC)OCCO4)s1	-1	-18	8	-6	-5	1.2	3	-5
68	O=C(NCC1CCCO1)c1cc2cc(Cl)ccc2[nH]1 (centres undefined)	0	-17	-12	5	-6	-0.4	13	-6
69	O=C(c1ccc2c(c1)OCO2)N1CCN(S(=O)(=O)c2ccc(Br)cc2Cl)CC1	1	5	2	52*	-2	-0.7	8	-8
70	CCOC(=O)CCn1c2nc(C)cc(C)c2c(=O)n1-c1ccccc1	1	-3	-1	-1	-2	0.2	-3	-1
71	Nc1ncnc2c1ncn2[C@@H]1O[C@H](CNCc2ccccc2OC2OC(CO)C(O)C(O)C2O)[C@@H](O)[C@H]1O (some centres undefined)	-2	-6	-3	-3	0	-0.4	13	3
72	Cn1c(=O)c2c(nc(CN3CCC(C(N)=O)CC3)n2Cc2ccccc2Cl)n(C)c1=O	0	5	-3	-5	2	-0.2	20	-4
73	CC(=O)c1cccc(CN2CCN(CCc3ccccc3)C(CCO)C2)c1 (centres undefined)	-2	1	-2	8	2	3.4	7	-3
74	Cc1cc(N)n(-c2ccc(S(=O)(=O)N3CCCC3)cc2[N+](=O)[O-])n1	-1	0	-1	-4	2	1.0	3	-3
75	Cn1c(=O)c2c(nc(-n3ccnc3)n2C)n(C)c1=O	0	-47	-26	-3	-3	-6.5	5	-8

(cont.)
entry	mol	GRIN3A LBD mod	Gli-Sufu antag	CXCR6 inh	EBI2 block	A3A deaminase	MPTP inh	CCR6 antag	A3G deaminase
76	CCOC(=O)c1c(C)[nH]c(C(=O)COC(=O)c2cnc(C)cn2)c1C	3	1	-3	12	1	-3.8	-2	-2
77	CC(C)(O)[C@@H]1CC(=O)[C@]2(C)[C@H](CC[C@@]3(C)[C@H](c4ccoc4)OC(=O)[C@H]4O[C@]432)[C@@]1(C)/C=C\C(=O)O	3	-9	-2	3	-4	-0.7	1	-11
78	CCN(CC)c1ccc(NC(=O)CCCCCN2C(=O)c3ccccc3C2=O)cc1	-2	0	0	3	-3	2.0	14	-6
79	CCOc1cc(NC(=S)NCc2ccco2)c(OCC)cc1NC(=O)C1CC1	0	3	-8	-1	-3	-2.1	14	-6
